Screens deposited in PubChem by several laboratories.
MBD2 DNA inh: inhibitors of MBD2 binding to methylated DNA, primary screen, biochemical, TR-FRET, DNA-binding domain, human | Methyl-CpG-binding domain protein 2 (Homo sapiens), Q9UBB5 | MBD2 binding to methylated oligonucleotide | inhibition, % at 4.4 µM | hit rate 0.31% among 370,000 | AID 686964, 2013; in the data active = inhibition above about 13%
rCAG RNA binder: binders of r(CAG) RNA repeats, primary screen, biochemical, fluorescence. r(CAG) RNA repeat, TO-PRO-1 dye displacement fluorescence. inhibition, % at 3 µM. hit rate 1.3% among 370,000;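 active = inhibition above the plate cutoff, the mean of all test compounds on that plate plus 3 SD, cut at about 35% in these data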;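 also: 0% = DMSO alone and 100% = 100 µM mitoxantrone as full dye displacement; higher means more dye released from RNA so lower well fluorescence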
TCR-CD3 inh: inhibitors of human TCR-CD3 interaction, primary screen, biochemical, fluorescence, TAMRA-labeled TCR probe; inhibition, % at 9.4 µM; AID 651800, 2012; T-cell receptor (TCR); hit rate 0.37% among 360,000; in the data active = inhibition above about 19%;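 also: recombinant mutant TCR 2C K166C tagged with TAMRA read by polarization; 0% = receptor in buffer alone and 100% = receptor with positive control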
UHRF1 MBD2 ctr: UHRF1 methylated DNA binding inhibitors, primary screen, counter-screen for MBD2 inhibitor project, biochemical, TR-FRET, human UHRF1, single concentration; E3 ubiquitin-protein ligase UHRF1 (Homo sapiens), Q96T88; UHRF1 binding to methylated oligo; inhibition, % at 4.4 µM; hit rate 0.75% among 370,000; AID 687016, 2013; in the data active = inhibition above about 21%;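 also: UHRF1 SRA domain binding a hemimethylated CpG hairpin DNA probe; 0% = median of test compound wells and 100% = reference inhibitor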
GC-B act: human GC-B receptor activators, primary screen, HEK293 GC-B cells, cGMP TR-FRET, EC30 CNP; Atrial natriuretic peptide receptor 2 (Homo sapiens), P20594; 0% at EC30 CNP, 100% saturating CNP; activation, % at 10 µM; hit rate 0.11% among 370,000; AID 1920062, 2024;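 active = activation at 10 µM reaching about 35% in either raw or pattern-adjusted values, limit read from the data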
NPR1 activator: GC-A stimulated cGMP production enhancers – HEK293 GC-A cells, cGMP TR-FRET, EC30 ANP, primary screen; hit rate 0.14% among 370,000; activation, % at 10 µM; 0% at EC30 ANP, 100% saturating ANP; Atrial natriuretic peptide receptor 1 (Homo sapiens), P16066; in the data active = activation above about 40%
HTRA1 inh: HTRA1 serine protease inhibitors, primary screen, biochemical, fluorescence polarization, HTS. hit rate 0.5% among 340,000. inhibition, % at 5.96 µM. recombinant HTRA1, FP-rhodamine activity-based probe. Q92743; in the data active = inhibition above about 36%;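 also: 0% = enzyme with DMSO and 100% = wells lacking enzyme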
Target sequence (Q92743 whole entry, looked up): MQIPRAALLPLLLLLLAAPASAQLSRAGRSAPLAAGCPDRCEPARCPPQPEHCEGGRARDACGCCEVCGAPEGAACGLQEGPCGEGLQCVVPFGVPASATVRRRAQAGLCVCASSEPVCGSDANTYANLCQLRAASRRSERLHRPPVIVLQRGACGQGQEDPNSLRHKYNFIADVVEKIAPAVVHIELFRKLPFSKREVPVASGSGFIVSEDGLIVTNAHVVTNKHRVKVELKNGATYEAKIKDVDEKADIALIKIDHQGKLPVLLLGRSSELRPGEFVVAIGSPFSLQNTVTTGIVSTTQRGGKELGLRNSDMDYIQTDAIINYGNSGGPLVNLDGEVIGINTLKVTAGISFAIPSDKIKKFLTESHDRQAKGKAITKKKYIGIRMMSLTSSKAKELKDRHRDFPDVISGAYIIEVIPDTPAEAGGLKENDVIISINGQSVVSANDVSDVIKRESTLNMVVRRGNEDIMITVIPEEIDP
PRMT1 inh: PRMT1 methyltransferase inhibitors, primary screen, biochemical, fluorescence polarization; AID 652257, 2013; recombinant PRMT1, activity-based probe fluorescence polarization; hit rate 1.3% among 370,000; inhibition, % at 2.79 µM; Protein arginine N-methyltransferase 1 (Homo sapiens), Q99873;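 active = inhibition above about 21% made by adding two undisclosed values, limit read from the data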
mABHD4 FP: ABHD4 inhibitors, primary screen, biochemical, fluorescence polarization, mouse | (Lyso)-N-acylphosphatidylethanolamine lipase (Mus musculus), Q8VD66 | purified mABHD4, FP-Rh probe fluorescence polarization | inhibition, % at 8.92 µM | hit rate 0.54% among 370,000 | AID 720543, 2013;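 active = inhibition exceeding the mean over every tested compound plus 3 SD, cut at about 30% in these data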;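 also: 0% = plate median of compound wells and 100% = S159A mutant with DMSO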
Target sequence (Q8VD66 whole entry, looked up): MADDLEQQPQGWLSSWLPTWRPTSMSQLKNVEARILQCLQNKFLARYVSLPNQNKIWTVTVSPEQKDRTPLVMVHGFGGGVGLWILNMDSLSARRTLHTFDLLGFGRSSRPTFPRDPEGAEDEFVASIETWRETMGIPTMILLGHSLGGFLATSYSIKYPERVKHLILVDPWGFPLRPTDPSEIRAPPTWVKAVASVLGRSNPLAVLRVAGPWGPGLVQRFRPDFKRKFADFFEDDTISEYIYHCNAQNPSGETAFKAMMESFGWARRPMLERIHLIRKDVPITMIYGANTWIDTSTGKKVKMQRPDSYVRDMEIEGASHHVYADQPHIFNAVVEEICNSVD
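Material: mouse ABHD4 enzyme, wild type; Benchmarks: S159A mutant high control, sample median low control; Buffer or medium: HEPES pH 7.0, NaCl, Pluronic buffer; Signal: fluorescence polarization; Read-out: percent inhibition of probe binding, normalized to plate controls; Timing: pre-incubation 45 min, probe exposure 60 min, at 25 °C; Dosing: 8.92 µM, single dose.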
SIAE inh: human SIAE inhibitors, primary screen, biochemical, fluorescence polarization, FP-Rh probe, 1536-well HTS; hit rate 0.69% among 370,000; Sialate O-acetylesterase (Homo sapiens), Q9HAT2; inhibition, % at 9.66 µM; SIAE FP-Rh probe binding;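 active = inhibition above a cutoff: mean of compounds within the control limits plus 3 SD of those, cut at about 17% in these data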;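 also: 0% = plate median of compound wells and 100% = probe without SIAE protein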
* hit, by the source's call; nt = not tested or not shown; & = joins results of further samples; ! = not active in a repeat. Some of the compounds tested; the hit share may differ from the screen's.

SMILES	MBD2 DNA inh	rCAG RNA binder	TCR-CD3 inh	UHRF1 MBD2 ctr	GC-B act	NPR1 activator	HTRA1 inh	PRMT1 inh	mABHD4 FP	SIAE inh
CC1CCCC(NC(=O)C2CCN(C(=O)Nc3ccccc3)CC2)C1C (stereo unspecified)	1	-5	2	2	4	-1	-7	0	4	2
O=C(CNS(=O)(=O)c1cccc(F)c1)OCC(=O)N1CCCC1=O	-8	0	-8	-1	-4	-3	3	3	3	12
CSc1nc2c(c(=O)[nH]1)C(c1ccncc1)C(C(=O)OC(C)C)=C(C)N2 (stereo unspecified)	2	-3	-5	-1	1	1	2	1	-1	1
O=C(Cn1cc2c(n1)CCCCC2)NCc1ccccc1	-3	41*	5	-3	-2	3	-3	-4	2	1
CC(OC(=O)Cc1ccc(Br)cc1)C(=O)NC1CCCC1 (stereo unspecified)	-4	1	7	0	2	-3	-1	-3	0	3
Cc1ccn2c(NC3CCCCC3)c(-c3cccc(SC4CCCCC4)c3)nc2c1	3&0	11&4	-2&4	1&-5	10&5	4&3	-15	2&-1	31*!	7&-3
O=C(Nc1cccnc1)c1cc(S(=O)(=O)N2CCOCC2)ccc1Br	4	0	-1	-4	1	-3	8	-2	3	12
CCN(C(=O)CCc1ccccc1)C1CCCCC1	2	-9	-4	1	3	6	1	0	5	-6
C/C(=N/NC(=O)CNC(=O)c1ccccn1)c1ccc([N+](=O)[O-])cc1	-5	-1	-4	-3	-7	1	3	-2	0	9
O=c1[nH]nc(SCCS(=O)(=O)c2ccc(F)cc2)n1-c1ccccc1	0	-2	4	0	1	-3	nt	-3	3	3
COc1ccc(S(=O)(=O)N(C)CC(=O)NCc2ccc3c(c2)OCO3)cc1	-4	1	3	0	8	-1	6	0	2	5
Cc1ccc(-c2noc(CSc3nnc(-c4cccs4)n3C)n2)cc1	3	-3	3	0	-3	-2	6	-1	-1	6
CNc1nc(N)c([N+](=O)[O-])c(Nc2cccc(Br)c2)n1	-3	nt	nt	0	-2	4	nt	-1	5	1
Cc1ccc(OC(=O)c2cccc([N+](=O)[O-])c2)c(-n2nc3ccccc3n2)c1	-1	0	2	1	-2	-1	2	-2	-5	-3
CCCC(C)C(=O)OCC(=O)NCc1ccc(OC)c(OC)c1 (stereo unspecified)	1	-4	11	0	1	2	-5	-1	-3	-1
COCc1cc(=O)[nH]c2cc(NC(=O)c3cccc(OC)c3)c(C)cc12	-3	0	3	-1	2	-1	-3	1	1	0
C[C@H](NC(=O)C1CC(=O)N(c2ccc3c(c2)OCCO3)C1)C(=O)NCc1ccco1 (stereo partly specified)	4	3	2	-1	-1	1	3	-5	-9	3
CC(C)CN(C(=O)CCC(=O)OCC(=O)NCCc1ccccc1)c1c(N)n(CC(C)C)c(=O)[nH]c1=O	-2	-9	8	0	0	-1	5	0	4	4
CCN(CC)c1ccc(S(=O)(=O)N2CCOCC2)cc1NC(=O)CNCc1ccccc1	-4	-3	-3	1	1	-3	-6	-3	7	-7
CCCCNC(=O)C1CCCN(S(=O)(=O)CC)C1 (stereo unspecified)	1	1	3	4	6	-2	4	7	1	-2
Cc1ccccc1C(=O)NC1CCN(CC(=O)Nc2ccccc2)CC1	2	-4	-5	-3	5	4	5	1	1	3
Cc1ccc(NC(=O)CSCC(=O)NNC(=O)c2nn(C)c(=O)c3ccccc23)cc1	-4	3	8	-1	-12	1	2	1	-2	-3
Cc1ccc2nc(-c3cc(-c4ccccc4)no3)cn2c1	2	-1	2	1	-1	-4	-2	-1	-3	-6
CCCN1CCN(C(=O)c2oc3ccccc3c2NC(=O)C2CC2)CC1	8	-5	4	0	2	0	0	4	0	3
COc1cc2c(cc1OC)CN(C(=O)c1ccc(S(=O)(=O)N3CCCC3)cc1)CC2	2	-5	3	-3	-3	3	5	-7	-5	1
C#CCOCCOCCOCCNc1nc(N2CCOCC2)nc(N2CCN(C(=O)[C@H](CCC(=O)O)n3cc(C(N)[C@H](C)CC)nn3)CC2)n1 (stereo partly specified)	1	-1	5	2	3	2	1	3	6	1
COc1ccc2nc(SCC(=O)c3c(N)n(C4CC4)c(=O)[nH]c3=O)[nH]c2c1	2	2	2	1	-2	3	-6	0	-3	0
NC(=O)c1ccccc1NC(=O)Nc1ccccc1Cl	8	4	-9	5	0	4	-4	1	-9	-7
O=C(CS(=O)c1ccc(C(F)(F)F)cc1[N+](=O)[O-])Oc1ccc(Cl)cc1 (stereo unspecified)	-3	3	-1	-6	-3	3	-1	-3	2	1
CC1(C)Cc2nc(NCCCO)c(C#N)cc2CO1	-5	0	0	3	-10	-3	8	1	4	11
O=C(O)CN1CCN(c2ncc(C(F)(F)F)cc2Cl)CC1	3	6	-4	6	2	-1	5	0	-3	1
Cc1ccc(COn2c(-c3ccc(Cl)cc3)nc3ccc([N+](=O)[O-])cc32)cc1	3	5	1	-3	14	16	-23	-2	-13	-17
Cc1cc(C)c(S(=O)(=O)NC(C)C)c(C)c1-n1cnnn1	4	1	1	2	2	-3	2	2	7	0
Cc1sc2nc3ccc(NCc4ccco4)nn3c(=O)c2c1C	-1	3	-3	-7	0	7	2	4	0	1
Cc1ccc(Cc2c(C)nc3nc(SCC(=O)NCCCN4CCCCCC4)nn3c2C)cc1	11	9	-8	7	-6	-6	nt	0	3	-2
CCN(CC)C(=O)[C@H]1CC(CC(=O)NCc2cccc(C(F)(F)F)c2)C(=O)N2CCc3c([nH]c4ccc(OC)cc34)[C@]12C (stereo partly specified)	8	5	-11	1	-10	-8	-5	2	-3	7

Another view of part of the listing above.
SMILES,MBD2 DNA inh,rCAG RNA binder,TCR-CD3 inh,UHRF1 MBD2 ctr,GC-B act,NPR1 activator,HTRA1 inh,PRMT1 inh,mABHD4 FP,SIAE inh
Cc1ccccc1C(=O)NC1CCN(CC(=O)Nc2ccccc2)CC1,2,-4,-5,-3,5,4,5,1,1,3
Cc1ccc(NC(=O)CSCC(=O)NNC(=O)c2nn(C)c(=O)c3ccccc23)cc1,-4,3,8,-1,-12,1,2,1,-2,-3
Cc1ccc2nc(-c3cc(-c4ccccc4)no3)cn2c1,2,-1,2,1,-1,-4,-2,-1,-3,-6
CCCN1CCN(C(=O)c2oc3ccccc3c2NC(=O)C2CC2)CC1,8,-5,4,0,2,0,0,4,0,3
COc1cc2c(cc1OC)CN(C(=O)c1ccc(S(=O)(=O)N3CCCC3)cc1)CC2,2,-5,3,-3,-3,3,5,-7,-5,1
C#CCOCCOCCOCCNc1nc(N2CCOCC2)nc(N2CCN(C(=O)[C@H](CCC(=O)O)n3cc(C(N)[C@H](C)CC)nn3)CC2)n1 (stereo partly specified),1,-1,5,2,3,2,1,3,6,1
COc1ccc2nc(SCC(=O)c3c(N)n(C4CC4)c(=O)[nH]c3=O)[nH]c2c1,2,2,2,1,-2,3,-6,0,-3,0
NC(=O)c1ccccc1NC(=O)Nc1ccccc1Cl,8,4,-9,5,0,4,-4,1,-9,-7
O=C(CS(=O)c1ccc(C(F)(F)F)cc1[N+](=O)[O-])Oc1ccc(Cl)cc1 (stereo unspecified),-3,3,-1,-6,-3,3,-1,-3,2,1
CC1(C)Cc2nc(NCCCO)c(C#N)cc2CO1,-5,0,0,3,-10,-3,8,1,4,11
O=C(O)CN1CCN(c2ncc(C(F)(F)F)cc2Cl)CC1,3,6,-4,6,2,-1,5,0,-3,1
Cc1ccc(COn2c(-c3ccc(Cl)cc3)nc3ccc([N+](=O)[O-])cc32)cc1,3,5,1,-3,14,16,-23,-2,-13,-17
Cc1cc(C)c(S(=O)(=O)NC(C)C)c(C)c1-n1cnnn1,4,1,1,2,2,-3,2,2,7,0
Cc1sc2nc3ccc(NCc4ccco4)nn3c(=O)c2c1C,-1,3,-3,-7,0,7,2,4,0,1

(listing goes on)
SMILES	MBD2 DNA inh	rCAG RNA binder	TCR-CD3 inh	UHRF1 MBD2 ctr	GC-B act	NPR1 activator	HTRA1 inh	PRMT1 inh	mABHD4 FP	SIAE inh
CC[C@]12c3[nH]c4ccc(Cl)cc4c3CCN1C(=O)[C@@H](CC(=O)NCCc1ccccn1)C[C@@H]2C(=O)N1CCN(C(=O)c2ccco2)CC1	1	3	0	1	-2	4	1	-2	-10	-11
CC(C)Cc1cc(C(C)(C)C)ccc1OC(=S)N(C)C	-1	0	-1	-2	9	1	-4	0	-2	8
CC(C)CC(=O)N1CCN(S(=O)(=O)c2ccc3ccccc3c2)CC1	-2	5	-2	6	-1	-11	-6	4	7	3
Cc1cc(C)n2c(SCC(=O)Nc3cc(S(=O)(=O)N(C)C)ccc3C)nnc2n1	-1	3	0	1	6	2	6	-3	2	-1
Nc1ncnc2c1ncn2[C@@H]1O[C@H](CNC(=O)[C@@H](N)Cc2ccc(C(=O)c3ccccc3)cc2)[C@@H](O)[C@H]1O	5	6	-8	6	2	7	nt	12	-4	-4
COc1ccc2oc(=O)c(/C(C)=N/Nc3nc(-c4cc(C)ccc4C)cs3)cc2c1	-1	22	-7	-5	3	-2	-6	-1	11	-3
O=C(CC1CC2CCC1C2)Nc1nc(-c2ccccn2)cs1 (stereo unspecified)	0	6	-13	1	2	4	22	1	-7	2
CCc1ccc2c(CN(C)Cc3ccc(OC(F)F)c(OC)c3)cc(=O)oc2c1	-4	-1	5	-2	0	-1	-29	-1	-6	0
CN(C(=O)CSc1nc2ccccc2n1C)C1CCS(=O)(=O)C1 (stereo unspecified)	-7	1	7	-4	0	-1	3	-2	1	1
O=C(OCC(=O)N1CCOCC1)c1cccc(S(=O)(=O)Nc2ccc(F)cc2)c1	2	0	39*	-1	5	1	0	0	-9	2
Cc1ccccc1CN1CCc2cc([N+](=O)[O-])ccc21	-4	8	4	-2	-2	1	-19	7	-6	-2
C[C@]12c3[nH]c4cc(-c5ccco5)ccc4c3CCN1C(=O)[C@@H](CC(=O)NCC13CC4CC(CC(C4)C1)C3)C[C@@H]2C(=O)N1CCOCC1	-6	15	-6	0	0	-6	1	18	14	1
O=C(NCC(c1cccs1)N1CCOCC1)c1cnc(Cl)c(Cl)c1 (stereo unspecified)	-2	4	-3	-2	-2	-2	-2	-3	4	2
CCn1cc(C(=O)N2CCN(c3ccc(OC)cc3)CC2)c(=O)c2cc(S(=O)(=O)N3CCOCC3)ccc21	0	-2	-4	7	-4	3	3	2	3	4
